Pf Dd2 growth: Plasmodium falciparum Dd2 growth inhibition | Potency, µM (top dose mostly 28.9 µM), without a hit: at the top dose activity, negative = inhibition, usual class: inhibitors | 120,000 tested, 4.3% active | P. falciparum Dd2 growth, SYBR Green, 72 h; active means well fitted inhibition curve with a large enough effect; inconclusive means small, poorly fitted or top-dose-only effect; inactive means no such curve, though single readings can be large or run the other way;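 further: plate controls were DMSO vehicle for no effect and reference drug for full effect; nearly all actives have a fitted effect of over 65% in size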
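Infected erythrocytes (Dd2, 0.3% parasitemia, 2.5% hematocrit final) are added to compound in RPMI-1640/Albumax II medium, grown 72 h at 37C in low oxygen, then lysed with saponin/Triton-X containing SYBR Green and read by fluorescence.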
An asterisk follows results filed as active; i = inactive; ? = inconclusive; [ ] = another dose, or the depositor's remark. Potency means the concentration at half of the fitted maximal effect. Some of the compounds tested, so the mix of outcomes need not match the whole.

| molecule | Pf Dd2 growth |
| --- | --- |
| CCCCn1cc(S(=O)(=O)c2ccc(CC)cc2)c(=O)c2cc(F)c(N3CCCC(C)C3)cc21 (stereo unspecified) | ? |
| CCN1CC2(CCN(Cc3c(OC)ccc(F)c3F)CC2)OC1=O | -28% |
| C1CNCC(c2nc(C3CCOCC3)no2)C1 (stereo unspecified) | 15% |
| Cc1cccc(CN2CCc3nc(C(=O)NCc4ccccc4)oc3CC2)c1 | i |
| COCCN1C(=O)c2ccccc2C(C(=O)Nc2nncs2)C12CCCCC2 (stereo unspecified) | -21% |
| CCCSc1nc2sc3c(c2c(=O)n1-c1ccc(C)cc1)CCCC3 | -8% |
| COCc1nc(-c2ccc(OC3CN(C(=O)NCc4ccc(OC)cc4)C3)cc2)no1 | ? |
| CC(C(=O)NCCSCc1cccc(Cl)c1)N(c1ccccc1)S(C)(=O)=O (stereo unspecified) | 14% |
| Cc1cccc(N2CCN(C(=O)CCc3nnc4n(CC(C)C)c(=O)c5ccccc5n34)CC2)c1C | ? |
| COC(=O)c1c(NC(=O)C(C)Oc2ccc(Cl)c(C)c2)sc(C)c1C (stereo unspecified) | i |
| COc1ccc(C)c2sc(NC(=O)c3ccc(S(=O)(=O)N4CCCCC4)cc3)nc12 | 10% |
| CC(=O)c1ccc(NC(=O)CCCc2nc(-c3cccc(C)c3)no2)cc1 | -7% |
| Cn1ccnc1CN1CCCC12CCN(c1ccc(C(F)(F)F)cn1)CC2 | i |
| COc1ccc(CCN2C(=O)N(c3ccc(F)cc3)C(=O)C2CC(=O)Nc2ccccc2)cc1 (stereo unspecified) | 10% |
| O=c1c(NCCc2ccc(Cl)cc2)nccn1-c1ccccc1 | -1% |
| CCOc1ccc(NC(=O)c2cnn3c(C(F)F)cc(-c4ccc(C)cc4)nc23)cc1 | -13% |
| COc1ccccc1NC(=O)c1oc2ccccc2c1NC(=O)Cc1cccs1 | 12% |
| CCOc1cc(C(=O)Nc2ccc3nc(Nc4cccc(Cl)c4)cc(C)c3c2)cc(OCC)c1OCC | 2µM* |
| O=C(c1ccco1)N1C[C@@H]2C[C@H](C1)c1c(-c3cccnc3)ccc(=O)n1C2 | 17%[44.1 µM] |
| O=c1c2nc(N3CCC(c4ccccc4)CC3)ccc2ncn1-c1cccnc1 | ? |
| O=C(NC[C@H]1C[C@@H]2CCN1C[C@@H]2CN1CCN(c2ncccn2)CC1)c1ccc(C(F)(F)F)cc1 | i |
| CN(CC1CCOCC1)C(=O)Nc1ccccc1F | 4% |
| COc1ccc2c(CNC3CCCC3)c(C(=O)O)n(Cc3ccccc3C)c2c1 | ? |
| C[C@H]1[C@@H]2[C@@H](O)C([C@H](C)C(=O)NCc3cccs3)CC[C@@]2(C)CC[C@@H]1NC(=O)c1cncnc1 (stereo partly specified) | i |
| Cc1ccc2c(c1)-c1c(cnc3cc(-c4ccc(F)cc4)nn13)CO2 | 59%[activator] |
| COc1ccccc1N1CCN([C@@H]2[C@H](O)[C@H](CO)O[C@@H]2CN)CC1 | 31% |
| O=C(NCc1ccccc1)C1=NO[C@@H]2CN(Cc3ccncc3)C[C@H]12 | 38%[activator][44.1 µM] |
| COc1ncccc1-c1cnc2n[nH]c(-c3ccc4c(c3)OCO4)c2n1 | i |
| CC(=O)Nc1cccc(NC(=O)CSc2nccn2C2CCCC2)c1 | 20% |
| CN(C)CC(O)COc1ccc(CN(C)C2CCSCC2)cc1 (stereo unspecified) | ? |
| COc1ccc(S(=O)(=O)N[C@H]2C[C@H]3C(=O)NC[C@@H](CCC(=O)NCc4ccccc4)N3C2)cc1 | 4% |
| O=C(NC1CCCN(c2cc(-c3ccc(F)cc3)[nH]n2)C1)c1ccc(F)cc1F (stereo unspecified) | i |
| CCn1cc(C(=O)N2CCOc3c(O)cc(-c4ccccc4C)cc3C2)cn1 | 13µM* |
| COc1ccc(NC(=O)c2ccc3oc(=O)c(S(=O)(=O)c4ccc(C)cc4)cc3c2)cc1OC | 44%[activator] |
| C#C[C@H]1CN2CC[C@H]1C[C@@H]2CNC(=O)Nc1cccc(C#N)c1 | i |
| c1cnn(-c2ccc(-c3n[nH]c(C4CCOCC4)n3)cc2)c1 | -14% |
| CCOCCn1c(=O)n(Cc2ncccn2)c2cc(C(=O)O)cnc21 | -24% |
| O=C(CN1CCN(C2CCCC2)CC(O)C1)NCCc1ccccc1 (stereo unspecified) | -20% |
| CCOc1ccc(CNC(=O)c2ccc3c(c2)N(CC)CCS3)cc1 | 36%[activator] |
| CCCC(=O)Nc1ccc2nn(-c3ccc(CC)cc3)nc2c1 | 28% |
| O=C1CC2(CCN(CC3CCNC3)C2)Nc2ccccc2N1 (stereo unspecified) | -4%[44.1 µM] |
| CO[C@H]1C(=O)N(C(C)C)[C@H]1C1CCN(S(=O)(=O)c2cccs2)CC1 | -26% |
| CCOc1ccccc1-c1nc(-c2nnn3c2COC(c2ccc(OC)cc2)C3)no1 (stereo unspecified) | i |
| CCCCOc1ccc(C2C(=O)N(C3CCCCC3)CC(=O)N2C2CCCCC2)cc1 (stereo unspecified) | -10% |
| O=C(c1ccccc1)N1CCc2sc(C(=O)N3CCN(c4ccccc4)CC3)cc2C1 | -5% |
| CCCCN(C)CCCNC(=O)CN1N=C(c2ccc(OC)cc2)CCC1=O | 14% |
| Cc1cc(C(=O)N2CCC(c3nc(C4CCOCC4)no3)CC2)nn1C | 13% |
| COc1ccc(CNc2ncnc3onc(-c4ccc(F)cc4)c23)cc1 | ? |
| COc1ccc(CCNC(=O)c2ccc3c(c2)N(Cc2ccc(C)cc2)CCS3)cc1OC | ? |
| COc1cccc(-c2cc3c(=O)n(CCNC(=O)c4cc(F)cc(F)c4)ccn3n2)c1 | -8% |
| CCOC(=O)c1cc2c(=O)n3ccccc3nc2n(CCOC)c1=NC(=O)c1c(-c2ccccc2Cl)noc1C | 18% |
| O=C(NCC1CC1)C1CCCN1c1nc2ncccc2o1 (stereo unspecified) | 0%[44.1 µM] |
| O=C(c1ccc(F)cc1)N1CCC2(CN[S+](=O)([O-])c3ccccc3N2)C1 (stereo unspecified) | 4% |
| CNC(=O)N1CCC(C2CCN(Cc3ccc(F)c(OC)c3)C2)CC1 (stereo unspecified) | ? |
| Cc1cc2nc(CO[C@H]3CN(Cc4ccc(C(F)(F)F)cc4)C[C@H]3F)[nH]c2cc1C | ? |
| CCC1(C(=O)Nc2ccc(OC)c(F)c2)CCCCC(=O)N1 (stereo unspecified) | 0% |
| CCOc1ccccc1C(=O)N1CCC[C@H]1c1nc(-c2ccc(OC)c(OC)c2)no1 | i |
| COc1ccccc1NC(=O)Nc1ccc2n(c1=O)C[C@H]1C[C@@H]2CN(C2CCOCC2)C1 | i |
| CCc1noc([C@@H]2CC(F)(F)CN2C(=O)CCn2cccn2)n1 | 34%[activator] |
| O=C(CNC(=O)c1ccccc1F)OCc1cc(=O)n2nc(C3CCCCC3)sc2n1 | 23% |

Additional compounds follow:
| molecule | Pf Dd2 growth |
| --- | --- |
| OCC1(CNCc2cccnc2)C[C@@H](O)[C@@H](O)C1 (stereo partly specified) | -4%[44.1 µM] |
| COc1ccccc1C(=O)Nc1nc2ccc(S(=O)(=O)N3CCCC3)cc2s1 | 1% |
| CN(C)c1ccc(C(=O)N2CCN(c3nnc4ccccn34)CC2)cc1 | -29% |
| CC(C)CC(=O)Nc1nnc(S(=O)(=O)N(CC(C)C)c2ccccc2)s1 | 40%[activator] |
| CC(=O)Nc1ccc(CN2CCC(N3CCCCCC3=O)CC2)cc1 | 6% |
| Cc1noc(C)c1C(=O)N1CCCC(c2[nH]ncc2-c2ccc(F)cc2)C1 (stereo unspecified) | -10% |
| CCc1ccc(S(=O)(=O)c2nnn3c2nc(NC(C)C)c2sccc23)cc1 | i |
| CCN1C(=O)C(CC(=O)NC(C)c2ccccc2)Sc2ncccc21 (stereo unspecified) | -15% |
| O=C1CC2(CCN(CC3CC3)CC2)Oc2cc(Cl)ccc21 | -22%[44.1 µM] |
| COc1ccc(-n2ncc3c2ncn2nc(-c4ccc(Cl)cc4Cl)nc32)cc1 | 1% |
| COc1ccc(C(=O)N2C[C@@H](C(N)=O)[C@H](C3CCN(C)CC3)C2)cc1 | 24% |
| CCCCC1CCC(C(=O)N2CC(=O)Nc3ccc(Cl)cc3C2c2ccc(F)cc2)CC1 (stereo unspecified) | ? |
| COc1ccc(S(=O)(=O)N2CC(F)(F)C[C@H]2c2nc(C)no2)cc1 | -7% |
| COCCC(=O)N1CCCn2cc(-c3cccc(C#N)c3)nc21 | -12% |
| Cc1cnc(CCNC(=O)c2cccs2)n1CC1CC1 | -16% |
| COC1CCCN(c2cc(-c3ccsc3)nc3c(C)noc23)C1 (stereo unspecified) | ? |
| O=C(Cc1cccc(F)c1)N1CCC(c2n[nH]c(=O)n2Cc2ccc(F)cc2)CC1 | -3% |
| CCOC(=O)c1cccc(NC(=O)N2CC[C@@H](CC(=O)N(C)CC#N)[C@@H](CC)C2)c1 | -19%[44.1 µM] |
| CC(=O)c1ccc(NS(=O)(=O)c2ccc3[nH]c4c(c3c2)CCCCCC4)cc1 | 7% |
| CCOCCCNC(=O)C(c1ccccc1)N(Cc1cccs1)C(=O)c1ccc(NC(C)=O)cc1 (stereo unspecified) | 19% |
| Cc1nn2c(=O)cc(COC(=O)c3ccccc3NC(=O)COc3ccccc3C)nc2s1 | 2% |
| COCCn1c(Cn2ccc3ccccc32)nnc1C1CC(N)C1 (stereo unspecified) | 1% |
| CCc1ccc(C2Sc3ccccc3NC3=C2C(=O)c2ccccc23)cc1 (stereo unspecified) | 2µM* |
| Cn1nc(CN2CCN(c3ccncc3)CC2)c2c(Cl)cccc21 | ? |
| COc1ccc(NC(=O)CCS(=O)(=O)c2nc(-c3ccc4c(c3)OCO4)cc(C(F)(F)F)n2)cc1 | 37% |
| CCOc1ccccc1C(=O)N1CCC2(CC1)N=C(c1cccc(Br)c1)NO2 | -9% |
| Cc1ccc(F)c(S(=O)(=O)NC[C@@H]2CCNC[C@H]2O)c1 | -3% |
| COCC1CN(Cc2ccc(F)c(F)c2)CC12CCNCC2 (stereo unspecified) | ? |
| COCC(=O)N1CC[C@@H](CC(=O)O)[C@@H](CCN2CCN(c3ccccc3OC)CC2)C1 | 24%[44.1 µM] |
| O=C1NCC(c2ccc(Cl)cc2)Cc2[nH]c(-c3ccc(O)cc3)nc21 (stereo unspecified) | -25% |
| Cc1ccc(CN2C(=O)[C@@H]3C[C@@H](O)CN3C3(CN(C4CCOCC4)C3)C2=O)o1 | -16%[44.1 µM] |
| Cc1ccc(CNC(=O)c2ccc3c(c2)CNCCO3)cc1 | -6% |
| CCOc1ccccc1CNc1nc2nc(C)cc(C)n2n1 | 10% |
| O=C(Nc1ccc(Br)cc1)C1CCCN(S(=O)(=O)c2ccc(Br)s2)C1 (stereo unspecified) | -15% |
| COCCNC(=O)[C@H]1C[C@H](Oc2ccccc2)CN1C(=O)CC(C)C | 4% |
| O=C(NCc1cc2n(n1)CCN(C1CCCCC1)C2)c1cnn2ccccc12 | ? |
| COC(=O)c1scc(-c2ccc(C)cc2)c1S(=O)(=O)Nc1cc(Cl)ccc1C | i |
| O=C(c1ccc[nH]1)N1CCC(n2cc(-c3nc(-c4ccccc4)no3)nn2)CC1 | 291%[activator] |
| COc1ccc(-c2nc3c(c(=O)[nH]2)CCN(C(=O)Nc2cc(F)cc(F)c2)C3)cc1 | i |
| O=C(Nc1cc(F)ccc1F)c1cnn2c(C(F)F)cc(-c3ccccc3)nc12 | 26% |
| O=C(O)Cn1nnc(-c2ccc(OCc3cccc(C(F)(F)F)c3)cc2)n1 | 29% |
| Cc1ccc(Oc2nc3c(c(=O)n(Cc4ccccc4)c(=O)n3C)n2C)cc1C | ? |
| COC[C@H]1CCCN1C(=O)C[C@@H]1O[C@H](CNC(=O)c2ccc(C)cc2)[C@@H](O)[C@H]1O | -25%[44.1 µM] |
| C[C@@H]1C(=O)O[C@H]2[C@H]1CC[C@@]1(C)Cc3sc(NS(=O)(=O)c4ccc5c(c4)CN(C(=O)C(F)(F)F)CC5)nc3[C@@H](C)[C@H]21 | -16% |
| COc1ccc(-c2noc(-c3cccn3CC(=O)NCc3ccc(F)cc3)n2)cc1F | ? |
| CCc1ccc(NC(=O)Cn2ccn(-c3cccc(Cl)c3)c(=O)c2=O)cc1 | 59%[activator] |
| O=C(NC1CCN(Cc2ccc(F)c(F)c2)CC1)c1ccc2nccn2c1 | -12% |
| COc1ccccc1NC(=O)c1cc2c(n1C)CCN(Cc1ccc(F)cc1)C2 | -10% |
| COc1ccc(CCNC(=O)c2cnc3cc(C)nn3c2)cc1 | 0%[44.1 µM] |
| CN(Cc1ccc(F)cc1)C(=O)c1ccccc1 | -12%[44.1 µM] |
| C#CCNC(=O)CC[C@H]1CNC(=O)[C@@H]2[C@@H](CCN2Cc2ccc(C)cc2)N1C | i |
| Cc1ccc(C)c(C(=O)N2CC(c3nnc(-c4ccncc4)o3)C3(CCOCC3)C2)c1 (stereo unspecified) | -17% |
| Cc1ccc(C)c(N(C)C(=O)c2cn(C)c(=O)c3ccccc23)c1 | -6% |

Compound activity deposited in PubChem by National Center for Advancing Translational Sciences (NCATS).
